KCNH2 3.1 block – KCNH2 3.1 (human) potassium channel inhibition; U2OS KCNH2 3.1, thallium flux FluxOr; hits give low values; activity change, % (tested at about 1.8 µM); hit rate 0.95% among 340,000; AID 720553;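 active = maximum activity change below -70%; inconclusive = maximum activity change from -70% to -50%; inactive = maximum activity change above -50%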;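 note: thallium influx rate constant from kinetic fluorescence after stimulation buffer; % is set by controls: 0 for no effect and ±100 for the full control effect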
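Channel expression came from 3.1 mutant virus (1.77 x 10^8 /mL) applied to suspended U2OS cells for 4 h. Flux was tracked with FluxOr dye plus Red40 quencher, and kinetic rate constants normalized to controls.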
KCNH2 WT inh – blocks the wildtype human KCNH2 potassium channel; AID 720551; activity change, % at 1.84 µM; U2OS, BacMam KCNH2, thallium flux FluxOr; hits give low values; Q12809; hit rate 0.37% among 340,000;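 active = maximum activity change below -70%; inconclusive = maximum activity change between -70% and -50%; inactive = maximum activity change above -50%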; note: % is set by controls: 0 for no effect and ±100 for the full control effect
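U2OS cells were transduced with wild-type KCNH2 virus (2.03 x 10^8 / mL) for 4 h at room temperature, then cultured overnight at 37 C. Thallium flux was read with FluxOr dye. Rate constants were normalized to DMSO controls.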
PKM2 activator – activators of human pyruvate kinase M2 | Potency, µM (titrated, usually from 57.5 µM), for the others: at the top dose activation, actives largely listed as activators | purified PKM2, Kinase-Glo ATP luminescence, activation; response scale: 0% is enzyme alone, no compound | hit rate 0.34% among 260,000 | P14618 | AID 1631; note: potency is the fitted concentration of half-maximal effect; % is set by controls: 0 for no effect and ±100 for the full control effect; nearly all actives have a fitted effect of over 55% in size
Target sequence (P14618 whole entry, looked up): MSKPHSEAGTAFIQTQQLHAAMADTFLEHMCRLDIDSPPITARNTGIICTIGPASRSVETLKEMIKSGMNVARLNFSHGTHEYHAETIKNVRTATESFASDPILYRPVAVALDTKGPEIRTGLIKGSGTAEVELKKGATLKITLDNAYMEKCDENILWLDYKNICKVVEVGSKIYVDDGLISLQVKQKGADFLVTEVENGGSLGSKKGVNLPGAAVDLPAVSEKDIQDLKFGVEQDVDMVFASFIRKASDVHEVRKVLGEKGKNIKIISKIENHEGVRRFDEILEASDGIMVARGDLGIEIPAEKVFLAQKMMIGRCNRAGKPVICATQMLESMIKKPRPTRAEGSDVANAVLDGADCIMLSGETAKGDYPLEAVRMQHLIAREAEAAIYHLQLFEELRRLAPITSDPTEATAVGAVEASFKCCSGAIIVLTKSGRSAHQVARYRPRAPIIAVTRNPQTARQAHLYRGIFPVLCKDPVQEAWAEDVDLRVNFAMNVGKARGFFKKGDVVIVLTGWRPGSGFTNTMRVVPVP
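ATP formation by purified human PK-M2, quantified via coupled luciferase luminescence after 1 h at room temperature with 0.1 mM ADP and 0.5 mM PEP final.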
Menin MLL FP TR – inhibitors of human menin-MLL interaction, mutant MLL peptide | Menin + Texas Red MLL mutant peptide, fluorescence polarization | hit rate 0.23% among 270,000 | Potency, µM (highest dose often 61.6 µM), inactives show at the top dose FP activity change, negative = inhibition, usual class: inhibitors; active = well fitted inhibition curve with a large enough effect in the polarisation, with a control signal flat, not every such curve was filed as active; inconclusive = small, poorly fitted or top-dose-only effect, or effect the other way, or a change in a side signal; inactive = no such curve, though single readings can be large or run the other way; the % refers to the polarisation; note: potency is the fitted concentration of half-maximal effect; % of control where 0% means no effect; many of its hits are not listed in these tables
GALK inh – galactokinase (human) inhibition; Potency, µM (highest dose often 57.5 µM), for the others: top-dose activity change, negative = inhibition, hits mostly inhibitors; Purified GALK, Kinase-Glo residual ATP luminescence; hit rate 0.007% among 270,000; AID 1868; note: potency is the fitted concentration of half-maximal effect; % is set by controls: 0 for no effect and ±100 for the full control effect
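The enzyme phosphorylates galactose (100 uM) using ATP (35 uM); inhibition is detected as higher residual ATP, quantified by bioluminescence after 1 h reaction at room temperature, pH 8.0.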
TRPV1 ag – activates the human vanilloid receptor TRPV1. TRPV1-expressing cells, Fluo-8 calcium influx, agonist mode. activation, % at 8.33 µM. hit rate 0.19% among 320,000. Q8NER1. AID 540275; in the data active = activation above about 80%; inconclusive = between about 30% and that limit; note: 0% is about no effect
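Fluo-8 calcium influx in TRPV1-expressing cells, kinetic read (ex 480/em 520 nm). Compound added and read 3 min for agonist activity, followed by capsaicin at EC20 final and 2 min further read for enhancement.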
USP2a inh – USP2a (human) protease inhibition. O75604. USP2 core, Ub-CHOP2 coupled fluorogenic reporter, 485/531. Potency, µM (series often up to 38.3 µM), inactives show at the top dose activity change, negative = inhibition, actives largely listed as inhibitors. hit rate 0.01% among 330,000;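 note: potency is the fitted concentration of half-maximal effect; plate controls were DMSO wells for no effect and full inhibition by NEM control for full effect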
Target sequence (O75604 whole entry, looked up): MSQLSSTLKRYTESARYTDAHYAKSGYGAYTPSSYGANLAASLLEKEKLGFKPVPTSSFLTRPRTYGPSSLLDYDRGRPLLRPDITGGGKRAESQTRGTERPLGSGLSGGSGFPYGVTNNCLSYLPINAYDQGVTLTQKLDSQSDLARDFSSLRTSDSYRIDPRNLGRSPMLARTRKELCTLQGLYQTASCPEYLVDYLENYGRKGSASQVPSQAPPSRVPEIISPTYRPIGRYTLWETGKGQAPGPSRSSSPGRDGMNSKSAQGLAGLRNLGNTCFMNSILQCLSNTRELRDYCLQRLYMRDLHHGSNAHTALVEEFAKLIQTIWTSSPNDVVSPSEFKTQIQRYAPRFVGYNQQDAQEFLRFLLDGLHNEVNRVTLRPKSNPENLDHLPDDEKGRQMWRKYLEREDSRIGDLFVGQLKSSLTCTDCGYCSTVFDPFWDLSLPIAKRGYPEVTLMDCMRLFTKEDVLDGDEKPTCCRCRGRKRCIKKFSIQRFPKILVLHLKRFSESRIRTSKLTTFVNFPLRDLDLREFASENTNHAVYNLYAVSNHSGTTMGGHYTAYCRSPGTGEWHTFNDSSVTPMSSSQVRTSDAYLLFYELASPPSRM
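Cell-free coupled assay: 10nM USP2 core preincubated 30min RT with compound in Tris-HCl pH 8.0/CaCl2/CHAPS buffer, then 25nM Ub-CHOP2 and 25nM reporter substrate; fluorescence (Ex 485/Em 531) read after 60min RT, normalized to NEM inhibition, concentration-response curves fitted.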
Giardia kill – Giardia lamblia killing; Giardia lamblia trophozoite viability; activity change, % at 7.66 µM, hits read low; hit rate 0.15% among 340,000; AID 540267; in the data active = activity change below about -80%; inconclusive = between about -30% and that limit;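 note: parasites exposed to compound for two days anaerobically before the ATP read; % is set by controls: 0 for no effect and ±100 for the full control effect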
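ATP-content bioluminescence gauges trophozoite survival. Cells (100/well) receive compound and incubate anaerobically for 48 hrs at 37 deg C; detection reagent follows for 15-30 min at room temperature.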
MLL CXXC-DNA inh – MLL CXXC-DNA interaction inhibition. Potency, µM (top dose mostly 115 µM), for inactives: top-dose activity change, negative = inhibition, actives largely listed as inhibitors. hit rate 0.037% among 290,000. MLL-CXXC / FITC-HOXA9 DNA fluorescence polarization. Q03164; active = well fitted inhibition curve with a large enough effect in the polarisation, with a control signal flat, not every such curve was filed as active; inconclusive = small, poorly fitted or top-dose-only effect, or effect the other way, or a change in a side signal; inactive = no such curve, though single readings can be large or run the other way; the % refers to the polarisation; note: potency is the fitted concentration of half-maximal effect
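Purified MLL-CXXC (added from a 7 uM solution) was preincubated 5 min at ambient with pinned compounds in 50 mM Tris-HCl pH 7.5, 50 mM NaCl, 1 mM DTT, 0.05% BSA. Fluorescein-labeled HOX-A9 DNA (50 nM solution) followed, 30 min, then polarization read.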
Coupling enz – coupling enzyme interference in Giardia aldolase counter-screen; coupling enzyme system counterscreen, AmpLite Red fluorescence; activity change, negative = inhibition, % at 58.2 µM, hits read low; hit rate 0.67% among 290,000; in the data active = activity change below about -30%; note: % is set by controls: 0 for no effect and ±100 for the full control effect
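Counterscreen lacking aldolase: glyceraldehyde-3-phosphate coupling-enzyme reagent preincubated 10 min at RT with compound (at 57.5 uM final), then substrate/coupling system with AmpLite Red added; fluorescence read at 525/598 nm after 20 min RT.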
B2AR arrestin – agonists driving beta-arrestin recruitment to human beta2-adrenergic receptor | beta-arrestin recruitment to beta2AR, cell-based reporter | Potency, µM (doses to about 46.1 µM), for inactives: at the highest dose activation, hits mostly activators | hit rate 0.02% among 330,000;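 note: potency is the fitted concentration of half-maximal effect; 0% = DMSO controls and full agonism = EC100 isoproterenol or metaproterenol; nearly all actives have a fitted effect of over 65% in size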
* = called active by the depositor; ? = inconclusive; · = no result given; [ ] = dose if it differs, or a comment. Unless noted, calls come from the whole dose curve; as a rule, active = well fitted curve in the direction sought with a large enough effect; inconclusive = small, poorly fitted or top-dose-only effect, or another doubt; inactive = no such curve, though single readings can be large; an effect the other way counts as inactive or inconclusive.

SMILES | KCNH2 3.1 block | KCNH2 WT inh | PKM2 activator | Menin MLL FP TR | GALK inh | TRPV1 ag | USP2a inh | Giardia kill | MLL CXXC-DNA inh | Coupling enz | B2AR arrestin
CC(=O)N1CCN(CC(=O)Nc2ccccc2Sc2ccc(Cl)cc2)CC1 | -3 | 3 | 0% | -10% | -4% | 18 | -2% | 0 | 6% | -1 | -0.2%
Fc1ccc2[nH]c3c(N4CCN(c5ccccc5)CC4)ncnc3c2c1 | -5 | 2 | -5% | ? | -3% | 16 | 1% | 4 | 11% | 4 | -0.1%
Cc1ccc(NC(=O)c2ccc(F)cc2)cc1S(=O)(=O)N1CCCCCC1 | 20 | 38 | 1% | 25% | 0% | ? | 2% | -11 | 4% | -4 | 0.1%
O=C(NNc1ccc(-c2csnn2)cc1)c1ccccc1C(F)(F)F | 3 | 3 | -5% | · | 1% | 2 | -1% | 5 | 12% | 3 | 0.2%
O=[N+]([O-])c1ccc(S(=O)(=O)N2CCN(Cc3c[nH]c4ccccc34)CC2)cc1 | 9 | -17 | -2% | ? | -3% | -7 | -1% | 5 | 22% | 1 | -0.3%
CC1(C)CC(=O)C=C(Nc2ccccc2O)C1 | 5 | -6 | 1% | 1% | 2% | 0 | -2% | -6 | 18% | 0 | -0.8%
Cc1nc(S(=O)(=O)N2CCOCC2)c(C#N)c(C)c1Cl | -28 | 1 | 0% | 1% | -1% | -1 | 3% | 12 | 6% | 4 | -0.3%
CCCn1c(SCC(=O)NCCCN2CCCC2=O)nc2ccccc2c1=O | 14 | 21 | · | · | · | · | 9% | -13 | · | · | -0.1%
Cc1nc(NC(=O)COC(=O)CCc2nc3ccccc3s2)c(Cl)cc1Cl | -14 | -12 | 15% | 7% | -1% | 1 | -1% | -2 | 0% | 6 | -0.2%
O=C(Nc1ccc(N2CCN(C(=O)c3ccc(Cl)cc3)CC2)cc1)c1cccs1 | -74* | 24 | -3% | · | -4% | 7 | 0% | 21 | -5% | · | -0.6%
CC(CN1CCC(O)CC1)c1ccccc1 (stereo unspecified) | 10 | -2 | 4% | -1% | 5% | 3 | 4% | 0 | -5% | -1 | -0.4%
CCCCCOC(=O)Cn1c(N2CCOCC2)nc2c1c(=O)[nH]c(=O)n2C | 8 | -2 | 7% | 2% | 1% | ? | 0% | 15 | 1% | 1 | 0.2%
O=C(c1cccs1)n1nc(-c2ccco2)nc1SCc1ccccc1 | -13 | -6 | -2% | -10% | -2% | 0 | 0% | 5 | 243%[activator] | -1 | -0.4%
C=CCn1c(SCC(=O)NNC(=O)Nc2cccc(Cl)c2)nnc1-c1ccccc1 | -26 | -22 | 0% | · | -4% | 0 | 5% | -18 | -8% | 9 | -0.6%
COc1cc(/C=N/N(CCO)C2=NS(=O)(=O)c3ccccc32)cc(OC)c1OC | 0 | -6 | · | ? | -2% | -5 | -1% | 3 | -21% | 5 | -0.3%
CCOC(=O)c1sc(=NC(=O)c2cc(OC)c(OC)c(OC)c2)n(C)c1C | -15 | 20 | -10% | -27% | 3% | 2 | -7% | 4 | -11% | 1 | -0.3%
C/C(=N\NC(=O)c1nn(C)cc1Cl)c1ccncc1 | 3 | -6 | -1% | 30% | -1% | -2 | -2% | 1 | 6% | 0 | 0.2%
CCn1c(CSc2nnc(-c3ccoc3C)n2C)nc2cc(S(=O)(=O)N(C)C)ccc21 | -10 | 6 | 4% | 1% | 0% | 1 | -1% | -20 | -3% | 1 | -0.4%
O=C(NC1CC1)c1cccc(S(=O)(=O)Nc2ccccc2F)c1 | -1 | 2 | · | · | · | -2 | 2% | -17 | · | · | 0.0%
CCOC(=O)C1CCCN(S(=O)(=O)c2ccc3c(c2)N(C(C)=O)CCO3)C1 (stereo unspecified) | -1 | -4 | · | 1% | 2% | 2 | 0% | 5 | 5% | 0 | -0.3%
COc1cccc(NC(=O)NC2CCCc3ccccc32)c1 (stereo unspecified) | · | 38 | 5% | 33%[activator] | 0% | ? | 0% | 4 | 2% | -3 | 0.0%
COCC(=O)Nc1nc(-c2ccccc2)ns1 | 14 | -11 | -1% | -5% | -3% | 0 | 0% | -25 | 5% | 3 | 4.4%
COCCSc1ccccc1C(=O)NCCCn1ccnc1 | 6 | -3 | 18% | -7% | 0% | 0 | 0% | -8 | -8% | 3 | 0.0%
Fc1ccccc1N1CCN(C2CCCN(Cc3cccc(C(F)(F)F)c3)C2)CC1 (stereo unspecified) | -6 | 4 | 5% | -11% | 1% | 12 | -2% | -11 | -1% | 1 | -0.3%
COc1ccccc1/C=N/N1CCN(Cc2ccccc2Cl)CC1 | -6 | -1 | 3% | -17% | -6% | 6 | 3% | -3 | 0% | -3 | 0.1%
Carrying on.
SMILES | KCNH2 3.1 block | KCNH2 WT inh | PKM2 activator | Menin MLL FP TR | GALK inh | TRPV1 ag | USP2a inh | Giardia kill | MLL CXXC-DNA inh | Coupling enz | B2AR arrestin
CCOC(=O)CN(C(=O)CSc1nnc(C)n1-c1ccccc1)c1cccc([N+](=O)[O-])c1 | -13 | 52 | -4% | 2% | 0% | 0 | -1% | 4 | 6% | 1 | -0.3%
O=C(CNS(=O)(=O)c1cccc(Cl)c1)OCc1csc(-c2ccccc2)n1 | -20 | -21 | -2% | 1% | 1% | 7 | 2% | -17 | 2% | 4 | 0.1%
O=C(NCc1cccnc1)NC1CCCN1S(=O)(=O)c1ccc(Cl)cc1 (stereo unspecified) | 3 | -13 | 7% | 5% | 0% | 1 | 1% | 5 | 2% | 3 | 0.0%
O=C(NCC1CCCO1)C(c1cccs1)N(C(=O)Cn1nnc(-c2cccs2)n1)C1CCCC1 (stereo unspecified) | 29 | -3 | 1% | 0% | -1% | 0 | 2% | -6 | 6% | 2 | -0.5%
COc1ccc(OCC(O)CN(C)C(=O)C(C)Oc2ccccc2)cc1 (stereo unspecified) | 7 | -8 | -2% | -18% | 1% | 2 | 0% | 16 | -16% | 1 | 0.2%
CC(C)CCOc1cccc(OCC(=O)O)c1 | 5 | 0 | -4% | 0% | -1% | 0 | 3% | -12 | 7% | 17 | -0.2%
CN(C(=O)N1CCN(c2ccccn2)CC1)c1ccccc1 | 7 | -8 | 1% | -1% | 3% | 2 | 2% | 25 | 0% | 1 | 0.3%
COc1ccc(S(=O)(=O)NCCCN2CCCC2=O)c(OC)c1 | -5 | -4 | -5% | · | 0% | 1 | 0% | -5 | -19% | · | -0.3%
Cc1ccc2oc(C(=O)N(C)Cc3cnccn3)c(C)c2c1 | -4 | 1 | 11% | -5% | -10% | 23 | 0% | -8 | 9% | 1 | 3.0%
COC(=O)C1=C(C)NC(=O)NC1c1cn(-c2ccccc2)nc1-c1cccs1 (stereo unspecified) | -9 | 11 | 2% | 7% | -3% | 0 | -1% | 5 | -7% | 2 | -0.4%
C=CCOc1ccc(/C=C(\C#N)C(=O)Nc2ccccn2)cc1OC | -5 | -2 | 2% | -10% | -6% | -3 | 3% | -7 | -8% | 2 | 0.1%
CN1CCN(S(=O)(=O)c2ccc(NC(=O)c3ccc(Br)s3)cc2)CC1 | 5 | -24 | 6% | ? | -5% | ? | 0% | -3 | -4% | 3 | 0.2%
Cc1ccc2c(c1)NCC(C(=O)NC1CCC(C)CC1)O2 (stereo unspecified) | 1 | -6 | -10% | -7% | · | ? | 4% | 6 | -9% | -2 | 3.6%
CCCS(=O)(=O)c1c(S(=O)(=O)CCC)c2cnccn2c1C(=O)c1ccc(OC)cc1 | -33 | 8 | 6% | · | 0% | 1 | 2% | -5 | -6% | -1 | -0.7%
COc1ccc(/C=C/C(=O)Nn2cnnc2)cc1 | -7 | -11 | -3% | -24% | 2% | 1 | 5% | -20 | 7% | 11 | -1.2%
Cc1[nH]c2ccccc2c1-c1nc2ccccc2[nH]c1=O | -23 | -4 | -2% | 3% | 5% | -1 | 2% | 8 | 8% | 0 | 4.4%
Cc1ccccc1NC(=O)CSc1nnc(C2CC2)n1CC1CCCO1 (stereo unspecified) | 1 | 2 | -8% | 4% | -1% | 2 | 4% | 11 | 4% | 0 | -0.2%
CC(C)OCCCNc1ncnc2c1cnn2-c1ccccc1 | 14 | 8 | -7% | 0% | 1% | -6 | 8% | -25 | -7% | 0 | -0.5%
Cc1cccn2c(=O)c(/C=C(\C#N)S(=O)(=O)c3ccccc3)c(Oc3ccc(Cl)cc3)nc12 | -6 | 0 | 1% | 13% | 0% | 1 | 2% | -2 | 17% | -2 | -0.9%

Arranged by value in Menin MLL FP TR (smallest number first): 3 from the list above
canonical_smiles	Menin MLL FP TR
C=CCOc1ccc(/C=C(\C#N)C(=O)Nc2ccccn2)cc1OC	-10%
CCOC(=O)CN(C(=O)CSc1nnc(C)n1-c1ccccc1)c1cccc([N+](=O)[O-])c1	2%
Cc1cccn2c(=O)c(/C=C(\C#N)S(=O)(=O)c3ccccc3)c(Oc3ccc(Cl)cc3)nc12	13%

High-throughput results (PubChem BioAssay)

Some of the compounds tested (hit frequency here may not be typical).
